Screening results (PubChem)
TcdB inh = TcdB glycohydrolase inhibitors, primary screen, biochemical, single point, plate reader | Toxin B (Clostridioides difficile), P18177 | TcdB glycohydrolase enzymatic assay | inhibition, % at 9.99 µM | actives 0.24% (n = 350,000) | AID 652162, 2013; in the data active = inhibition above about 10%
FBA Mtb inh = Mtb FBA enzyme inhibitors, primary screen, biochemical, fluorescence, strain H37Rv; purified M. tuberculosis FBA, fluorescence read-out; inhibition, % at 1 µM; actives 2.3% (n = 360,000); AID 588726, 2011; in the data active = inhibition above about 27%;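 also: 0% = vehicle and 100% = reference inhibitor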
Target sequence (P9WQA3 whole entry, looked up): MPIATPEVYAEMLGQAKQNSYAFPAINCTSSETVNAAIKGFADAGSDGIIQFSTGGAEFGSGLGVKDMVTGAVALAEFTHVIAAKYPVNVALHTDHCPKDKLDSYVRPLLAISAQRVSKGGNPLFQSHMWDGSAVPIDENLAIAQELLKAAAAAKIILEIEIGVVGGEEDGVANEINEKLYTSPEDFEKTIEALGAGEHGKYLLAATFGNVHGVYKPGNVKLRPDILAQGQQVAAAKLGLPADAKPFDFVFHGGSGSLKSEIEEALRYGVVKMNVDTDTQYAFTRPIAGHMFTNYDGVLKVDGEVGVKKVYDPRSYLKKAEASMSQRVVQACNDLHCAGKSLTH
Y pestis TopoI = Yersinia pestis topoisomerase I inhibitors, primary screen, biochemical, cleavage product accumulation, plate reader, single point. DNA topoisomerase I (Yersinia pestis CO92). Y. pestis Topo-I cleavage product accumulation. activity, % at 10 µM. actives 0.064% (n = 360,000); in the data active = activity above about 50%, passing the limit was not always enough; also: inactives centre near 2
FadD28 FP inh = inhibitors of FadD28 bisubstrate probe binding, primary screen, biochemical, fluorescence polarization, single point; actives 0.22% (n = 360,000); inhibition, % at 12.5 µM; Mycobacterium tuberculosis FadD28 fatty-acid-AMP ligase; in the data active = inhibition above about 8.5%, passing the limit was not always enough
GDH-TPI counter = GDH-TPI coupling enzyme inhibitors, primary screen, artefact control for M. tuberculosis FBA inhibitor project, biochemical, absorbance, full deck; inhibition, % at 4.8 µM; GDH-TPI coupled enzyme counterscreen, NADH absorbance; actives 1.2% (n = 360,000); in the data active = inhibition above about 30%;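 also: 0% = DMSO wells and 100% = wells lacking the enzyme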
Mtb BioA inh = M. tuberculosis BioA enzyme inhibitors, primary screen, biochemical, plate reader, single point, HTS; 7,8-diaminopelargonic acid synthase BioA (Mycobacterium tuberculosis); purified M. tuberculosis BioA enzyme; inhibition, % at 9.99 µM; actives 0.096% (n = 360,000); in the data active = inhibition above about 40%
UGM FP inh = M. tuberculosis UGM enzyme inhibitors, primary screen, biochemical, fluorescence polarization, single point. UDP-galactopyranose mutase (Mycobacterium tuberculosis (strain ATCC 25618 / H37Rv)), …. purified UGM, fluorescence polarization probe displacement. inhibition, % at 10 µM. actives 0.06% (n = 320,000). AID 504406, 2011; in the data active = inhibition above about 10%, passing the limit was not always enough
Target sequence (P9WIQ1 whole entry, looked up): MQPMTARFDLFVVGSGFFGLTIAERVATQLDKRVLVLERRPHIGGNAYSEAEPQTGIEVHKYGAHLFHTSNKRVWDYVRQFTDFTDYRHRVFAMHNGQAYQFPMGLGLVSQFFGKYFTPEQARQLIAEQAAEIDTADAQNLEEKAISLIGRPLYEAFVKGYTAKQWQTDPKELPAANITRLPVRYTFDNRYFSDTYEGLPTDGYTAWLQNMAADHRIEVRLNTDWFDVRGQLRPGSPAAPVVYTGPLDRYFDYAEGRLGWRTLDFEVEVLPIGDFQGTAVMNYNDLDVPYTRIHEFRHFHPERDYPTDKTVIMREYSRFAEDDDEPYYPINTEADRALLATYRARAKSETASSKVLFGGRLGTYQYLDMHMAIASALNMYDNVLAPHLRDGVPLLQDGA
BH1578 lux ind = inducers of Vibrio cholerae quorum light production without autoinducers, primary screen, BH1578 luxS cqsA deficient, single point. V. cholerae BH1578 lux reporter, luminescence, 6 h. activation, % at 18.7 µM. actives 0.16% (n = 350,000). AID 588436, 2011; in the data active = activation mostly above about 9.7%, no sharp cut-off; also: not every result past the cut was called active; inactives centre near 0; reference of the scale not given here
PfHsp40 rescue = rescue of yeast from PfHsp40 toxicity, primary screen, S. cerevisiae, ATP luminescence; growth rescue, % at 12.5 µM; actives 0.68% (n = 340,000); S. cerevisiae expressing PfHsp40, growth rescue; in the data active = growth rescue above about 28%, passing the limit was not always enough;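 also: yeast W303a lacking pdr1 and pdr3 grown in galactose medium; growth measured after three days at 30 °C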
Numbers without * were called inactive; i = inactive; . = not tested or not shown; & = joins results of further samples.

1. CCCCN1C(=N)N([C@@H](CN2CCC[C@H]2CN2C(N)=NC[C@@H]2Cc2ccccc2)C(C)C)C[C@H]1Cc1ccccc1
2. COC(=O)C1=C(C)N(C)C(=O)NC1c1cc(Cl)c(O)c(OC)c1 (configuration not stated)
3. COC(=O)c1cc(Br)c(=O)n(CCN2CCCCC2)c1
4. O=C(CSc1nc2ccccc2n1Cc1ccc(Cl)cc1)N/N=C/c1ccccc1C(=O)O
5. Cc1cc(C)cc(NC(=O)N(C)Cc2ccccc2)c1
6. CCn1c(=N)n(CC(O)COc2ccc(C)cc2)c2ccccc21 (configuration not stated)
7. Cc1ccccc1C(=O)NC1CCN(CC(=O)Nc2ccc(Br)cc2)CC1
8. COc1ccccc1CN1CCC(CNS(=O)(=O)c2cc(-c3onc(C)c3C)ccc2OC)CC1

Compound | 1 | 2 | 3 | 4 | 5 | 6 | 7 | 8
TcdB inh | 2.1 | -2.4 | . | 0.7 | 0.7 | -3.2 | 1.5 | -0.7
FBA Mtb inh | 3 | -1 | 1 | -2 | 4 | 1 | -1 | 3
Y pestis TopoI | -1 | 6 | 2 | -9 | -5 | 3 | -12 | -7
FadD28 FP inh | -1.8 | -2.3 | 0.3 | -3.4 | -1.6 | -0.4 | -1.0 | -2.5
GDH-TPI counter | 1 | 13 | 0 | -3 | 1 | -6 | 2 | -3
Mtb BioA inh | 0.0 | -0.7 | 2.0 | . | -3.2 | . | 1.8 | -1.1
UGM FP inh | 1.2 | 2.7 | -0.6 | -0.7 | -2.4 | -1.2 | 1.9 | -1.9
BH1578 lux ind | i | 1.6 | i | i | -0.1 | -0.5 | -0.5 | -0.1
PfHsp40 rescue | 2.8 | 0.5 | 0.7 | -0.2 | 0.0 | -1.0 | 0.6 | 0.5

9. Cc1ccc(-n2cccn2)c(CN2CCC(CO)(CCc3ccccc3)CC2)c1
10. CCN(CCO)c1nc(SC)nc2c1sc1nc(-c3ccco3)c3c(c12)CCC3
11. CC(C)c1nccn1S(=O)(=O)c1cc(Cl)ccc1Cl
12. Cc1cccc(-c2nn(-c3ccccc3)cc2C(=O)N(C)CC(=O)Nc2ccc(N3CCOCC3)cc2)c1
13. Cc1cc(-c2nnc(-c3cccc(Cl)c3)o2)no1
14. COCCNC(=O)C(c1ccccc1)N(Cc1cccs1)C(=O)Cn1nnc2ccccc21 (configuration not stated)
15. CCCCn1c(=O)c(CCC(=O)OCC(=O)NC(C)c2ccccc2)nc2ccccc21 (configuration not stated)
16. CCc1nc(N2CCCC(C)C2)c2oc3ccccc3c2n1 (configuration not stated)

Compound | 9 | 10 | 11 | 12 | 13 | 14 | 15 | 16
TcdB inh | 0.3 | . | . | 1.5 | -0.7 | 2.1 | 0.3 | .
FBA Mtb inh | -1 | -1 | 2 | -1 | -1 | 4 | 5 | -1
Y pestis TopoI | 3 | -9 | 0 | 8 | -2 | -6 | 31 | 44
FadD28 FP inh | -0.1 | -1.6 | 1.9 | -0.5 | -3.7 | -1.3 | -2.1 | -4.2
GDH-TPI counter | -2 | 7 | 7 | 3 | 2 | 3 | 7 | 2
Mtb BioA inh | . | . | -1.1 | . | 0.3 | 36 | . | -0.2
UGM FP inh | . | 1.8 | -1.2 | -0.9 | 0.0 | -0.3 | 1.3 | 2.8
BH1578 lux ind | i | -0.2 | -0.4 | i | i | -0.7 | -0.4 | -0.5
PfHsp40 rescue | 0.0 | 1.3 | 0.6 | -0.2 | 0.1 | 0.1 | 1.0 | 0.5

17. CCC(=O)N1CCc2cc(S(=O)(=O)NC(Cc3ccccc3)C(=O)NC3CCCC3)ccc21 (configuration not stated)
18. O=C(c1ccccc1)c1nn(-c2ccccc2)c2nnc(Cc3ccccc3)c(=O)n12
19. Brc1cccc(CNc2nc3ccccc3n2CCN2CCCCC2)c1
20. Cc1ccc2c(c1)cc1c(=O)n(CC(=O)NCc3ccccn3)nc(C)n12
21. Cc1cc(=O)n2nc(N3CCCC3C(=O)Nc3cccc(Cl)c3C)sc2n1 (configuration not stated)
22. COc1ccc(C2CC(=O)N(c3ccccc3)C3=C2C(=O)CCC3)cc1 (configuration not stated)
23. CN(CC(=O)Nc1c(Cl)cccc1Cl)C(=O)CNC(=O)c1ccc2ccccc2c1
24. CCC1CCCCN1C(=O)COC(=O)c1n[nH]c2ccccc12 (configuration not stated)

Compound | 17 | 18 | 19 | 20 | 21 | 22 | 23 | 24
TcdB inh | . | 0.0 | 0.9 | . | 1.1 | 0.0 | 0.9 | .
FBA Mtb inh | -3 | 1 | -1 | 0 | 1 | -3 | 0 | 11
Y pestis TopoI | 1 | 0 | 9 | 3 | -1 | 2 | 5 | -2
FadD28 FP inh | 1.5 | -1.7 | -5.1 | -0.4 | -2.3 | -0.8 | -2.4 | -2.2
GDH-TPI counter | -5 | 4 | -1 | 6 | 2 | 12 | 2 | 4
Mtb BioA inh | -3.6 | -1.6 | . | -1.2 | 1.2 | -0.1 | . | 2.7
UGM FP inh | -0.9 | -1.3 | -0.2 | 1.2 | 5.2 | -2.4 | -1.2 | -0.3
BH1578 lux ind | i | i | -0.4 | 6.7 | -0.2 | 0.5 | -17 | 1.0
PfHsp40 rescue | 0.1 | 0.2 | 0.3 | -1.4 | -0.1 | . | 1.6 | 0.1

25. O=C(Nc1c(F)cccc1F)C(c1ccccc1)c1ccccc1
26. CC(C)(C)OC(=O)NCCCCCNC(=O)c1[nH]cnc1C(=O)Nc1cccc(Cl)c1
27. Cc1c(Cl)cccc1NC(=O)COC(=O)C12CC3CC(CC(O)(C3)C1)C2
28. Cc1cc(C)nc(SCC(=O)Nc2ncc3c(n2)CC(C)(C)CC3=O)n1
29. Cc1sc(NC(=O)/C=C/c2ccc3c(c2)OCO3)nc1-c1ccccc1
30. Cc1ccc(CC(=O)Nc2nccs2)cc1C
31. COC(=O)c1[nH]c2cccc(OC)c2c1NC(=O)CCN1CCN(c2ccccc2OC)CC1
32. Cn1c(NC2CCCCC2)cc(=O)n(C)c1=O

Compound | 25 | 26 | 27 | 28 | 29 | 30 | 31 | 32
TcdB inh | -0.1 | 1.7 | 2.6 | . | . | 0.2 | . | 3.1
FBA Mtb inh | 1 | 4 | 1 | 0 | 4 | 7 | 8 | -1
Y pestis TopoI | 1 | -3 | 5 | 4 | -7 | -3 | 4 | 1
FadD28 FP inh | -1.2 | -1.4 | . | -1.8 | -4.7 | 1.1 | -2.4 | -2.9
GDH-TPI counter | 10 | 10 | 8 | 7 | 13 | 2 | -5 | -4
Mtb BioA inh | -2.8 | 0.3 | -2.1 | 1.9 | . | -4.7 | 5.2 | -0.4
UGM FP inh | -1.4 | -2.7 | -0.7 | 1.6 | -2.2 | -2.4 | 3.1 | 1.7
BH1578 lux ind | -0.6 | i | i | -1.0 | -0.4 | -0.3 | -0.5 | i
PfHsp40 rescue | . | -1.3 | -0.9 | -0.6 | -0.1 | 0.5 | -1.5 | -2.5

33. O=C(Cc1cccs1)Nc1cccc(-c2nc3ccccc3[nH]2)c1
34. Cc1ccc(Cl)c(OCC(=O)Nc2ccc3c(c2)OCCO3)c1
35. COCCCOc1cc(NCc2ccccc2)c2ncn(C(C)C)c2c1
36. Fc1ccccc1Cc1nnc2n1N=C(c1ccc(Cl)cc1)CS2
37. Nc1oc2ccccc2c(=O)c1C=O
38. Cc1c(C)n(Cc2ccccc2)c2ncnc(NN)c12
39. CC(C)(C)c1ccc(OCCOCCn2cnc3ccccc3c2=O)cc1
40. Cn1c(NCc2ccccc2)nc2cc(-c3cccc(C(F)(F)F)c3)sc2c1=O

Compound | 33 | 34 | 35 | 36 | 37 | 38 | 39 | 40
TcdB inh | . | . | 1.0 | . | . | 0.5 | 1.9 | -10
FBA Mtb inh | 5 | 1 | 0 | -2 | 0 | 6 | -3 | -2
Y pestis TopoI | 4 | 0 | 26 | 6 | -3 | 3 | 34 | 13
FadD28 FP inh | -9.6 | -0.3 | -2.6 | -1.0 | -1.9 | . | -3.1 | -0.5
GDH-TPI counter | 3 | 15 | 10 | -1 | 0 | -4 | -5 | 2
Mtb BioA inh | 5.2 | -0.6 | -0.6&-0.2 | 0.0 | . | 4.4 | . | -0.8
UGM FP inh | 0.3 | -3.6 | -4.1 | -0.6 | -1.6 | 3.4 | -0.1 | .
BH1578 lux ind | -0.2 | -1.0 | -0.5 | i | i | i | 0.3 | i
PfHsp40 rescue | 0.9 | -0.2 | -0.1 | 0.6 | 1.6 | 0.5 | 0.3 | .

Fetched one by one from the entries so far, three records:
25. O=C(Nc1c(F)cccc1F)C(c1ccccc1)c1ccccc1
13. Cc1cc(-c2nnc(-c3cccc(Cl)c3)o2)no1
26. CC(C)(C)OC(=O)NCCCCCNC(=O)c1[nH]cnc1C(=O)Nc1cccc(Cl)c1

Compound | 25 | 13 | 26
TcdB inh | -0.1 | -0.7 | 1.7
FBA Mtb inh | 1 | -1 | 4
Y pestis TopoI | 1 | -2 | -3
FadD28 FP inh | -1.2 | -3.7 | -1.4
GDH-TPI counter | 10 | 2 | 10
Mtb BioA inh | -2.8 | 0.3 | 0.3
UGM FP inh | -1.4 | 0.0 | -2.7
BH1578 lux ind | -0.6 | i | i
PfHsp40 rescue | . | 0.1 | -1.3

Next section:
41. CC1CCN(C(=O)c2ncn3c2c(=O)[nH]c2cccnc23)CC1
42. Cc1ccc(Cn2ncc(Cl)c(Cl)c2=O)cc1
43. CCOC(=O)CSc1nnc(-c2ccccc2OC)o1
44. CCn1c(SCC(=O)NCC2CCCO2)nc2c(c1=O)SC(C)C2 (configuration not stated)
45. CCN(CC)S(=O)(=O)c1ccc(Cl)c(NC(=O)COC(=O)c2nc3nc(C)cc(C)n3n2)c1
46. CC(C)CN(C(=O)COC(=O)c1nc(Cl)ccc1Cl)C1CCS(=O)(=O)C1 (configuration not stated)
47. c1ccc(CCN2CN=C(Nc3nc4ccccc4o3)NC2)cc1
48. COc1ccc(C(=O)c2c(C)oc3ccc(O)cc23)c(OC)c1

Compound | 41 | 42 | 43 | 44 | 45 | 46 | 47 | 48
TcdB inh | 0.6 | -1.4 | 1.7 | 1.4 | 0.1 | 1.4 | . | 1.1
FBA Mtb inh | -1 | 2 | 0 | 3 | 3 | 8 | -1 | 1
Y pestis TopoI | -5 | -1 | 3 | 11 | 5 | -13 | -2 | -11
FadD28 FP inh | -3.5 | -0.7 | -1.8 | -0.3 | -1.1 | -0.6 | -1.1 | -1.4
GDH-TPI counter | 8 | -6 | 5 | 18 | -11 | 3 | 2 | 0
Mtb BioA inh | -1.8 | -0.1 | 0.4 | 6.1 | 0.9 | . | -1.1 | -1.4
UGM FP inh | . | 0.2 | 0.2 | -0.7 | 0.9 | -2.0 | 3.1 | 1.2
BH1578 lux ind | -0.2 | -0.4 | i | -0.3 | i | -0.3 | -0.9 | 2.9
PfHsp40 rescue | . | 1.0 | 0.4 | 0.2 | -1.1 | -0.4 | 0.1 | 0.2

49. CC(=O)Nc1ccc(S(=O)(=O)NCCc2c[nH]c3ccc(C)cc23)cc1
50. CC(C)n1cc(/C=C2/SC(=O)N(CC(=O)Nc3ccc4c(c3)OCO4)C2=O)c2ccccc21
51. CC(=O)NCCC(=O)Nc1cc(S(=O)(=O)N2CCCCC2)ccc1Oc1ccccc1
52. CCCc1c2c(cc3c(=O)cc(C(=O)OCC)oc13)CCCC2
53. CCOc1ccccc1N(CC(=O)NC(C)(C)C)C(=O)c1ccc(CN2CCOCC2)o1
54. CCC1(CC)Cc2ccccc2-c2nc(NN)[nH]c(=O)c21

Compound | 49 | 50 | 51 | 52 | 53 | 54
TcdB inh | 0.7 | . | -0.3 | 0.1 | . | 1.9
FBA Mtb inh | 3 | 1 | 4 | 5 | 3 | 16
Y pestis TopoI | -10 | 2 | 7 | 2 | 1 | 4
FadD28 FP inh | 1.0 | -1.1 | -0.4 | -2.6 | -2.4 | -3.0
GDH-TPI counter | 6 | 8 | 3 | 2 | 2 | -4
Mtb BioA inh | 1.3 | 0.4 | 6.3 | -3.2 | . | 0.0
UGM FP inh | -0.6 | 0.1 | 0.9 | 0.3 | -0.1 | 2.5
BH1578 lux ind | -0.3 | -3.6 | i | i | -4.9 | -0.3
PfHsp40 rescue | -1.3 | -0.7 | 0.8 | 0.8 | -0.3 | 0.3
